# Bioassay records: PubChem, National Center for Advancing Translational Sciences (NCATS)
# S3 lipid droplet = qHTS Assay for Lipid Storage Modulators in Drosophila S3 Cells | Drosophila S3 cells, BODIPY lipid droplet fluorescence, 18-24 h; cells fed with added oleic acid | Potency in µM for hits, for the others lipid storage change, negative = inhibition, % at the top dose, mostly 46.1 µM | 320,000 compounds, 0.64% hits; active = well fitted inhibition curve with a large enough effect in the signal ratio, with a control signal flat, not every such curve was filed as active; inconclusive = small, poorly fitted or top-dose-only effect, or effect the other way, or a change in a side signal; the % refers to the signal ratio
#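 Drosophila S3 cells got compounds at several concentrations plus oleic acid (400 uM solution). Laser-scanning cytometry with 488 nm excitation read lipid droplets at 500-530 nm and cells at 575-640 nm. Percent activity was relative to 20 uM Triacsin C.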
# S3 lipid droplet cell count max = second read-out of S3 lipid droplet, no call of its own (marks repeat the call); cell number change, %; measured here: cell count max response;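 cells counted by Cell Tracker Red CMTPX staining in the red channel; peak over a dose series mostly up to 46.1 µM; percent activity relative to internal control wells on each plate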
# * = called active by the depositor; i = inactive; u = inconclusive; x = no result given; [ ] = dose if it differs, or a comment. % is scaled to controls: 0 for no effect and ±100 for the full control effect; potency is read from the fitted curve at half-maximal effect.
S3 lipid droplet | S3 lipid droplet cell count max | Compound
u | x | COc1ccccc1NC(=O)c1ccc(NC(=O)CN2C(=O)CN(C)C2=O)cc1
u | x | CCC(=O)N1CCN(c2ccccc2NC(=O)COc2cc(C)ccc2C(C)C)CC1
8% | -16 | Cn1c(CNC(=O)c2ccc(F)cc2)cc2ccccc21
u | x | O=C(Nc1ccc2nc3n(c(=O)c2c1)CCCCC3)c1c(F)ccc([N+](=O)[O-])c1F
0% | -9 | O=C(OCc1ccc(Cl)cc1Cl)c1cccnc1Cl
-20% | -10 | CSc1ccc(C(=O)C2CCCN(C(=O)c3cccc(N4CCOCC4)c3)C2)cc1 (centres undefined)
i | -21 | CCc1cc(=O)oc2cc(OC(=O)CN3C(=O)NC4(CCCC4)C3=O)ccc12
6% | 42 | Cc1ccc(C)n1-c1c(C(=O)NN)cnn1-c1ccccc1
u | x | CCCCOc1ccc(C(=O)N/C(=C/C=C/c2ccccc2)C(=O)O)cc1
u | x | COc1ccc(N(C(=O)c2ccc(C)cc2)S(=O)(=O)c2cccs2)cc1
u | x | COc1ccccc1Cn1nnc2c(=O)[nH]c(C3CCN(C(=O)c4ccc(C)cc4)CC3)nc21
u | x | CC(C)C(NS(=O)(=O)c1cccc2nsnc12)C(=O)N1CCc2ccccc2C1 (centres undefined)
6% | -8 | O=C(NCc1ccco1)/C(=C/C=C/c1ccccc1)NC(=O)c1ccco1
u | x | COc1cc2c(cc1OC)C(C)N(C(=O)c1cc3c(s1)-c1c(C)cccc1OC3)CC2 (centres undefined)
10% | -1 | COc1ccc(CCNC(=O)C2(C)CCC(=O)N2Cc2ccc3c(c2)OCO3)cc1OC (centres undefined)
u | x | CCCCn1nc(C(=O)N(CCOC)c2c(N)n(CCCC)c(=O)[nH]c2=O)c2ccccc2c1=O
u | x | O=S(=O)(NC(=S)NC1CCCCC1)c1cccs1
i | x | COc1ccccc1OCc1ccc(C(=O)NC(C)(C)C)o1
u | x | CC(CCc1ccccc1)NC(=O)CNC(=O)c1cccs1 (centres undefined)
-18% | 3 | CCC(=O)Nc1cccc(NC(=S)NC(=O)c2ccc(C)cc2)c1
u | x | COc1ccc2cc3cc(C(=O)NCCN4CCc5ccccc5C4)oc3nc2c1
8% | 6 | CC1(C)CC(NC2C3CC4CC(C3)CC2C4)CC(C)(C)N1 (centres undefined)
u | x | NS(=O)(=O)c1ccc(NC(=O)c2ccc(Cl)c(S(=O)(=O)NCc3ccco3)c2)cc1
u | x | Cc1sc2ncn(CC(=O)N3CCC(C(N)=O)CC3)c(=O)c2c1S(=O)(=O)N1CCOCC1

# Reprinted from the part before: 2 compounds; new compounds follow.
S3 lipid droplet | S3 lipid droplet cell count max | Compound
u | x | NS(=O)(=O)c1ccc(NC(=O)c2ccc(Cl)c(S(=O)(=O)NCc3ccco3)c2)cc1
u | x | Cc1sc2ncn(CC(=O)N3CCC(C(N)=O)CC3)c(=O)c2c1S(=O)(=O)N1CCOCC1
-21% | -6 | O=[N+]([O-])c1cccc(S(=O)(=O)N2CCN(c3ccccn3)CC2)c1
i | 5 | O=c1c2ccccc2nc(SCc2cn3ccsc3n2)n1-c1ccccc1
u | x | COc1ccc(-c2cc(C(=O)NC(C)c3ccccn3)c3ccccc3n2)cc1OC (centres undefined)
i | 16 | COc1cc([N+](=O)[O-])ccc1NC(=O)C1C2C=CC(C2)C1C(=O)O (centres undefined)
i | 24 | CC(CC(=O)Nc1nnc(C(C)(C)C)s1)c1ccccc1 (centres undefined)
23% | -7 | O=C(O)c1cc(NN=Nc2cccc(S(=O)(=O)O)c2)cc([N+](=O)[O-])c1
u | x | CCOc1ccccc1N1Cc2ccccc2C1
1% | x | Cc1ccc(S(=O)(=O)N(C)c2ccc3sc(C)nc3c2)cc1
u | x | COc1cccc(C(=O)NCC(=O)N/N=C/c2ccc3c(c2)OCO3)c1
i | -13 | Cc1cc(CN2CCC(n3nccc3NC(=O)c3ccccc3Cl)CC2)cc(C)c1O
u | x | Cc1ccc2c(CC(=O)OCC(=O)Nc3ccc(Cl)cn3)coc2c1
-6% | 4 | Cn1c(CNc2ccccc2)cc(=O)n(C)c1=O
25% | 15 | C=CCN1C(=O)CSC1=Nc1ccc(O)cc1
14% | x | COC(=O)C1=CN(CC2CCCO2)C=C(C(=O)OC)C1c1cccc(O)c1 (centres undefined)
u | x | CCC(=O)N1CCc2cc(S(=O)(=O)NCCC(=O)Nc3cc(C)cc(C)c3)ccc21
i | x | Oc1ccc2c(c1)C1CCCC1(N1CCOCC1)O2 (centres undefined)
u | x | COc1ccc(/C=N/n2c(C)nc3ccccc3c2=O)cc1
19% | 1 | CCOc1ccc(-n2c(SCC(=O)Nc3ccccc3C)n[nH]c2=O)cc1
i | 21 | O=C(c1cc2c(ccc3ccccc32)o1)N1CCN(c2ncc(C(F)(F)F)cc2Cl)CC1
-2% | -10 | CCC(NC(=O)Cn1cnc2c(=O)n(C)c(=O)n(C)c21)c1ccccc1 (centres undefined)
u | x | CC(C)CC(=O)Nc1ccccc1N1CCN(C(=O)c2ccccc2)CC1
u | x | Cn1c(SCC(=O)NCc2ccc(F)cc2)nc2ccccc21
7% | 10 | O=C(O/N=C(/c1ccccc1)c1ccncc1)c1ccc(F)cc1
u | x | COc1ccc(/C=N/NC(=O)CNC(=O)c2ccncc2)cc1OC
u | x | COc1ccc(NC(=O)c2ccc(-c3ccc([N+](=O)[O-])cc3)o2)cc1OC
u | x | O=S(=O)(NCc1ccccn1)c1ccc(F)cc1
1% | -16 | O=C1CSC2(C(=O)N3CCCc4cccc2c43)N1c1cccc(C(F)(F)F)c1 (centres undefined)
u | x | O=C1N(c2cccc3ccccc23)C(c2ccccc2)N2CCCN12 (centres undefined)
u | x | CC(=O)Oc1ccc(Cl)cc1/C=C/c1ccc2ccccc2n1
5% | 16 | CCN(CC)S(=O)(=O)c1ccc(OCCNS(C)(=O)=O)cc1
5% | 3 | Cc1cc(C)nc(NN=C2CCCC2)n1
3% | 14 | CCOC(=O)c1cnc2c(C)cc(Cl)cc2c1N1CCN(C)CC1
i | x | Cc1ccccc1NC(=S)NNC(=O)c1csc2c1CCC(C)C2 (centres undefined)
-1% | -25 | COc1cc(Cl)c(C)cc1NC(=O)COc1ccccc1[N+](=O)[O-]
0% | 6 | C/C(=N\NC(=O)CC#N)C1COc2ccccc2O1 (centres undefined)
5% | 15 | Cc1cc(C)cc(OCc2nnc(N)s2)c1
u | x | Cc1ccc(C(=O)NCCCn2ccnc2)cn1
u | x | COc1ccc(S(=O)(=O)N2CCN(CC(=O)Nc3ccc(F)c(F)c3)CC2)cc1
0% | 2 | C1CN(c2nc3nonc3n3nnnc23)CCO1
u | x | O=C(Nc1ccc(SC(F)(F)F)cc1)c1ccccn1
u | x | O=S(=O)(/C=C/c1ccccc1)NCc1ccccc1Cl
u | x | O=C(NCC(=O)N1CCC2(CC1)NCCc1[nH]cnc12)c1ccccc1F
u | x | COc1ccc(CCNC(=O)Cn2nnc(-c3cccc(OC)c3OC)n2)cc1OC
u | x | O=C1Nc2ccccc2Oc2cc(Oc3ccccc3)ccc21
13% | 16 | COc1ccc(CC(=O)Nc2cccc(C)n2)cc1OC
0% | 0 | CC(=O)N1CCC(O)(c2cccc(C(F)(F)F)c2)CC1
-2% | 6 | CCOC(=O)c1cnc2ccccc2c1Nc1cccc(C(=O)O)c1
u | x | COc1ccc(-c2nn(-c3ccccc3)cc2C(=O)Nc2ccc(C(=O)O)cc2)cc1
7% | 14 | O=C(Nc1ccc(F)cc1F)C1(c2cccs2)CCOCC1
u | x | O=C(Nc1cccc2ccccc12)N1CCOCC1
u | x | CC1=C(C(=O)Nc2cc(C)ccn2)C(c2ccc(C)cc2)C2=C(CCCC2=O)N1 (centres undefined)
u | x | Cc1cc(NC(=O)CCC(=O)N(CC(=O)NC2CCCC2)c2ccc(F)cc2)no1
u | x | COc1ccc2c(c1[N+](=O)[O-])CCC/C2=N/OC(=O)c1ccccc1SC
8% | -15 | Cc1cc(Nc2nnnn2-c2ccccc2)n(-c2ccc(Cl)cc2)n1
u | x | COc1ccc(NS(=O)(=O)c2ccc3c(c2)[C@H]2C=CC[C@H]2[C@@H](c2ccc(C(=O)O)cc2)N3)cc1
u | x | CC(C)n1nnnc1-c1ccc(Cl)cc1
18% | -1 | CC(=O)c1ccccc1C(=O)N1CCCC(CCC(=O)N2CCN(c3ccccn3)CC2)C1 (centres undefined)
3% | -9 | CCOC(=O)c1c(NC(=O)CN(C)C)sc(C(=O)N(CC)CC)c1C
u | x | C=CCNC(=S)N/N=C/c1ccc(-c2cccc([N+](=O)[O-])c2)o1
-15% | -2 | O=S(=O)(CCN1CCCCC1)Oc1ccc(Cl)cc1Cl

# One compound at a time (already shown):
# Results for `C=CCNC(=S)N/N=C/c1ccc(-c2cccc([N+](=O)[O-])c2)o1` = S3 lipid droplet: u; S3 lipid droplet cell count max: x
# Results for `Cc1cc(NC(=O)CCC(=O)N(CC(=O)NC2CCCC2)c2ccc(F)cc2)no1` = S3 lipid droplet: u; S3 lipid droplet cell count max: x

# Rewritten bar-delimited: six of the compounds above.
Molecule | S3 lipid droplet | S3 lipid droplet cell count max
Cc1cc(Nc2nnnn2-c2ccccc2)n(-c2ccc(Cl)cc2)n1 | 8% | -15
COc1ccc(NS(=O)(=O)c2ccc3c(c2)[C@H]2C=CC[C@H]2[C@@H](c2ccc(C(=O)O)cc2)N3)cc1 | u | x
CC(C)n1nnnc1-c1ccc(Cl)cc1 | u | x
CC(=O)c1ccccc1C(=O)N1CCCC(CCC(=O)N2CCN(c3ccccn3)CC2)C1 (centres undefined) | 18% | -1
CCOC(=O)c1c(NC(=O)CN(C)C)sc(C(=O)N(CC)CC)c1C | 3% | -9
C=CCNC(=S)N/N=C/c1ccc(-c2cccc([N+](=O)[O-])c2)o1 | u | x

# Continued.
S3 lipid droplet | S3 lipid droplet cell count max | Compound
u | x | Cc1ccc(Cl)c(NC(=O)CN2CCN(C=O)CC2)c1
u | x | Cc1cc(C)n2nc(C(=O)N/N=C/c3ccco3)nc2n1
-22% | 0 | O=C(CCCn1c(=O)[nH]c2ccsc2c1=O)NCc1cccs1
-1% | 1 | CCc1cccc(Nc2cnn(C34C[C@@H]5C[C@@H](CC(CC(=O)O)(C5)C3)C4)c(=O)c2Cl)c1
-4% | -6 | CC(=O)N(CC(=O)O)c1ccccc1
u | x | Cc1ccc(S(=O)(=O)N2CCN(C(=O)COC(=O)c3cc(C)oc3C)CC2)cc1
-12% | -6 | CCOC(=O)N1CCN(C(=O)c2ccc3c(c2)N(Cc2ccc(F)cc2)CCS3)CC1
u | x | CC(C)N(Cc1nccn1C)C(=O)CC1C(=O)NCCN1Cc1ccc(F)cc1 (centres undefined)
-1% | -26 | Cc1cc(C(=O)COC(=O)c2ccc[nH]c2=O)c(C)n1-c1ccccc1F
u | x | COc1ccccc1NC(=O)N1CCN(c2cc(-c3ccccc3)nc3ncnn23)CC1
-11% | 1 | COc1ccc(NC(=O)Cc2coc3cc(C)c(C(C)C)cc23)cc1S(=O)(=O)N1CCOCC1
u | x | Cc1ccc2nc(-c3ccccc3)cc(C(=O)NCC(c3ccco3)N(C)C)c2c1 (centres undefined)
u | x | CC1(C)CC(=O)C(CS(=O)(=O)c2ccccc2)=C(O)C1
u | x | c1cncc(CNc2c3c(nc4nnnn24)CCCC3)c1
u | x | COc1ccc(C2CC(c3ccccc3)=NN2S(=O)(=O)c2ccccc2)cc1 (centres undefined)
25% | -13 | O=C(Nc1nc2c(s1)CCc1ccccc1-2)c1cccs1
-4% | -7 | Cc1ccc(NC(=O)CSCC(=O)NC2=NCCS2)cc1
13%[0.0737 µM] | x | COc1ccccc1C(CNC(=O)COc1cc(C)ccc1Cl)N1CCCC1 (centres undefined)
u | x | COc1ccc(S(=O)(=O)NC2CCCCC2)c(C)c1C
u | x | O=C(NCCc1c[nH]c2ccccc12)c1c(Cl)nc2sccn12
u | x | CC(=O)Oc1cccc(/C=N\NC(=O)C(=O)N/N=C/c2cccc(OC(C)=O)c2)c1
3% | 0 | O=C(NN=C1C2CC3CC(C2)CC1C3)c1ccccc1O
u | x | CCOC(=O)C1C(=O)CC(O)(c2ccccc2)CC1c1ccccc1 (centres undefined)
u | x | COc1ccccc1/C=C/C(=O)OC(C)CN1CCCCC1 (centres undefined)
u | x | CC(=O)NC(CC(=O)O)C(=O)O (centres undefined)
5.2µM* | -16* | C=CCSc1nsc(NC(=O)Nc2ccc(F)cc2)n1
u | x | COc1ccccc1CNC(=O)COC(=O)c1ccc(C)c(S(=O)(=O)N2CCOCC2)c1
u | x | Cc1ccc(CN2CCCC(C(=O)N3CCCC3)C2)cc1 (centres undefined)
7% | 9 | CN(N=Nc1cccc([N+](=O)[O-])c1)c1cccc([N+](=O)[O-])c1
u | x | Cc1ccc(S(=O)(=O)N2CCCCC2)cc1NC(=O)C1CCCO1 (centres undefined)
u | x | C/C(=N\NC(=O)C(=O)Nc1cc(Cl)ccc1Cl)c1ccncc1
-10% | 1 | Cc1nn(-c2ccccc2)c(C)c1/C=N/n1c(-c2ccc(C(C)(C)C)cc2)n[nH]c1=S
u | x | COc1ccc2ccc(OCC(=O)N3c4ccccc4NC(=O)CC3C)cc2c1 (centres undefined)
u | x | Cc1ccc(Nc2nc(Oc3ccc(=O)[nH]n3)nc(N(C)C)n2)cc1

# These rows are one share of the data; count on the stated rates, not on these rows.
